BAZ2B block: qHTS Assay for Inhibitors of BAZ2B; Bromodomain adjacent to zinc finger domain protein 2B (Homo sapiens), Q9UIF8; AlphaScreen BAZ2B-H3K14Ac peptide displacement; Potency, µM (top dose mostly 114 µM), for inactives: top-dose activity change, negative = inhibition, actives largely listed as inhibitors; 360,000 compounds, 4.4% hits; note: potency is the fitted concentration of half-maximal effect; % is set by controls: 0 for no effect and ±100 for the full control effect; nearly all actives have a fitted effect of over 60% in size
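Inhibition is scored as reduced AlphaScreen emission. The BAZ2B/b-H3(5-23)K14Ac complex (50 nM each) in PBS pH 7.4, 0.01% Tween-20 meets compound (up to 110 uM) for 30 min at RT before bead addition.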
ALOX12 inh: Primary qHTS assay for inhibitors of human arachidonate 12S-lipoxygenase (ALOX12): Round 2. Polyunsaturated fatty acid lipoxygenase ALOX12 (Homo sapiens), P18054. purified 12hLO, xylenol orange hydroperoxide absorbance. Potency, µM (doses to about 108 µM), for the others: at the top dose activity change, negative = inhibition, usual class: inhibitors. 580,000 compounds, 1.1% hits. AID 1671190, 2021; note: potency is the fitted concentration of half-maximal effect; % is set by controls: 0 for no effect and ±100 for the full control effect
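Purified human 12hLO at 150 nM in 25 mM Hepes, 0.01% Triton X-100, pH 7.0, preincubated 15 min at room temperature with compound. Reaction started with 40 uM arachidonic acid, 30 min at room temperature. Hydroperoxide measured by Fe-xylenol orange, 573/405 nm absorbance ratio.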
G9a block: qHTS Assay for Inhibitors of Histone Lysine Methyltransferase G9a | G9a H3K9 monomethylation, AlphaScreen, 2 h | AID 504332, 2011 | Potency, µM (series often up to 102 µM), for the others: at the highest dose activity, negative = inhibition, hits mostly inhibitors | Histone-lysine N-methyltransferase EHMT2 (Homo sapiens), Q96KQ7 | 350,000 compounds, 8.8% hits; note: potency is the fitted concentration of half-maximal effect; % is set by controls: 0 for no effect and ±100 for the full control effect; nearly all actives have a fitted effect of over 75% in size
Target sequence (Q96KQ7 913-1193 limits assumed): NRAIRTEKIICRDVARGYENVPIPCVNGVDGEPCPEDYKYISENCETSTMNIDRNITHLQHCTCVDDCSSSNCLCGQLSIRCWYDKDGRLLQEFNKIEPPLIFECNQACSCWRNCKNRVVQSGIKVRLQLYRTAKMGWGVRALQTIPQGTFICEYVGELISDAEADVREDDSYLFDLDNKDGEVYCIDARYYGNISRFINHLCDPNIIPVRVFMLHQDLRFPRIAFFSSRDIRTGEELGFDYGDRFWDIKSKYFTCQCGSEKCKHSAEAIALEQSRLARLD
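Enzyme 20 nM + cpd, 15 min RT; add b-H3K9 pep 500 nM / SAM 20 uM; 2 h RT; anti-H3K9me1 Ab 0.5 ug/mL + SA donor / anti-rabbit acceptor beads 20 ug/mL each, 10 min; AlphaScreen read.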
PI4K2A inh: qHTS for small molecular inhibitors of PI4K2A | Phosphatidylinositol 4-kinase type 2-alpha (Homo sapiens), Q9BTU6 | purified PI4K2A, ADP-Glo luminescence, 1 h; stronger effect = lower value | activity change, negative = inhibition, % at 76.9 µM | 420,000 compounds, 0.13% hits; in the data active = activity change below about -50%; inconclusive = mostly about -30% to -49%;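 note: -100% = wells without enzyme as full effect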
Target sequence (Q9BTU6 whole entry, looked up): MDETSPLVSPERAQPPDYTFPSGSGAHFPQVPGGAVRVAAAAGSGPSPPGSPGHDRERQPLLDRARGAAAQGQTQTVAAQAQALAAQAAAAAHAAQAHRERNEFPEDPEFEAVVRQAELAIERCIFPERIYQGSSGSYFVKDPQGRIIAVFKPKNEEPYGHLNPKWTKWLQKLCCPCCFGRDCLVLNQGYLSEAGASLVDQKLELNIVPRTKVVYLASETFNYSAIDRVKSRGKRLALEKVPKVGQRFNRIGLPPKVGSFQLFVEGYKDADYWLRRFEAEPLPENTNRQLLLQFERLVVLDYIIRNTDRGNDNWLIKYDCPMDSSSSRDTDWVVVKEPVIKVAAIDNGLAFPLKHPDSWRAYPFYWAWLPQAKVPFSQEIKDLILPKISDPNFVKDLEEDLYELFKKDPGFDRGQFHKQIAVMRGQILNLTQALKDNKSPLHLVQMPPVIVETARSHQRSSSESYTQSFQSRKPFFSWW
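ADP-Glo luminescence measured ADP generated by PI4K2A enzyme (4 ug/mL before mixing) with 1.2 mM PI substrate (pre-mix) and 300 microM ATP (pre-mix). Tris pH7.5 buffer with MgCl2, Triton X-100; 1 h reaction at ambient temperature.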
GLS inhibitor: qHTS for Inhibitors of Glutaminase (GLS). Potency, µM (doses to about 45.5 µM), for the others: top-dose activity change, negative = inhibition, actives largely listed as inhibitors. Glutaminase kidney isoform, mitochondrial (Homo sapiens), O94925. GLS enzymatic activity, qHTS titration. 410,000 compounds, 0.21% hits; note: potency is the fitted concentration of half-maximal effect; % is set by controls: 0 for no effect and ±100 for the full control effect
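Enzyme dispensed in phosphate buffer (45 mM, pH 8.2, 0.02% Tween-20), compounds pinned in, then 1 mM L-glutamine solution and the glutamate oxidase–HRP–Amplex Red mix added; fluorescence read immediately and again after 30 min at room temperature.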
ERG-DNA inh: qHTS for Small Molecule Inhibitors of the ERG Ets/DNA interaction | fluorescence polarization, His-ERG Ets domain / labelled DNA | Potency, µM (series often up to 76.9 µM), for the others: at the highest dose FP activity, negative = inhibition, usual class: inhibitors | 370,000 compounds, 0.028% hits | AID 624246, 2012; active = well fitted inhibition curve with a large enough effect in the polarisation, with a control signal flat; inconclusive = small, poorly fitted or top-dose-only effect, or effect the other way, or a change in a side signal; inactive = no such curve, though single readings can be large or run the other way; the % refers to the polarisation;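 note: polarization taken with two DNA probes labelled with fluorescein and Texas red; potency is the fitted concentration of half-maximal effect; % of control where 0% means no effect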
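His-tagged ERG Ets domain (1 uM in the protein solution; 300mM KCl, 50mM Tris-HCl, 1mM EDTA, 1mM DTT, pH 7.5) received compound, then a probe mix of 5 nM fluorescein-DNA and 100nM Texas-615-DNA. Fluorescence polarization was read for both dyes.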
RGS4 inhibitor: Inhibitors of Regulator of G Protein Signaling (RGS) 4: qHTS; Regulator of G-protein signaling 4 (Homo sapiens), P49798; Transcreener GDP fluorescence polarization, RGS4-accelerated GTP hydrolysis; Potency, µM (series often up to 114 µM), for inactives: top-dose activity change, negative = inhibition, usual class: inhibitors; 390,000 compounds, 0.039% hits; note: potency is the fitted concentration of half-maximal effect; % is set by controls: 0 for no effect and ±100 for the full control effect; nearly all actives have a fitted effect of over 75% in size; some results filed as inactive show a strong effect at the top dose
Target sequence (P49798 whole entry, looked up): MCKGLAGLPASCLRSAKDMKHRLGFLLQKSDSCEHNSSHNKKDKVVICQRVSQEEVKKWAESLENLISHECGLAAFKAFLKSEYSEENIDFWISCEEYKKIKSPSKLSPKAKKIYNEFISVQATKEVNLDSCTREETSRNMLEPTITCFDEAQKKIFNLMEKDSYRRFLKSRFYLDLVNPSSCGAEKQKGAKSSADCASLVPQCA
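MLSMR compounds (23 nl, pin-transferred) preincubated 10 min at room temperature with a 500nM (2x) first reagent, then RGS4 at 900nM (2x) plus Transcreener GDP mix added; fluorescence polarization (620/688 nm) read before and after 90 min at 30 °C.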
HP1b binding inh: HTS for Inhibitors of HP1-beta Chromodomain Interactions with Methylated Histone Tails; Chromobox protein homolog 1 (Homo sapiens), P83916; 390,000 compounds, 0.56% hits; Potency, µM (highest dose often 114 µM), for inactives: top-dose activity change, negative = inhibition, usual class: inhibitors; AlphaScreen HP1-beta / biotin-H3K9me3 peptide binding; AID 540317, 2011; note: potency is the fitted concentration of half-maximal effect; nearly all actives have a fitted effect of over 70% in size; inactives centre near 23
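Compound inhibition of the preformed complex between 50 nM HP1-beta and 50 nM biotinylated H3K9me3 peptide was read by AlphaScreen. Buffer was PBS pH 7.4 with 0.01% Tween-20. Incubations ran 30 min at room temperature, with 10 ug/mL donor/acceptor beads.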
JMJD2A Tudor inh: qHTS Assay for Inhibitors of JMJD2A-Tudor Domain; Lysine-specific demethylase 4A (Homo sapiens), O75164; 390,000 compounds, 4.4% hits; AlphaScreen JMJD2A-Tudor / H3K4me3 peptide binding; Potency, µM (top dose mostly 114 µM), for inactives: top-dose activity change, negative = inhibition, usual class: inhibitors; AID 504339, 2011; note: potency is the fitted concentration of half-maximal effect; % is set by controls: 0 for no effect and ±100 for the full control effect; nearly all actives have a fitted effect of over 50% in size
Starred values were filed as active, the others as inactive; ? = inconclusive; · = no result given; [ ] = another dose, or the depositor's remark. Unless noted, calls come from the whole dose curve; as a rule, active = well fitted curve in the direction sought with a large enough effect; inconclusive = small, poorly fitted or top-dose-only effect, or another doubt; inactive = no such curve, though single readings can be large; an effect the other way counts as inactive or inconclusive. Not all compounds are listed (hit frequency here may not be typical).

Order of results: BAZ2B block | ALOX12 inh | G9a block | PI4K2A inh | GLS inhibitor | ERG-DNA inh | RGS4 inhibitor | HP1b binding inh | JMJD2A Tudor inh
CCCCn1c(N)c(N(CC(C)C)C(=O)CN(C)Cc2cccc(OC)c2)c(=O)[nH]c1=O
  -7% | -8% | 6% | -3 | 1% | -12% | -6% | 54%[activator] | -9%
O=C(NCc1ccc2c(c1)OCO2)C(=O)NCC(c1ccco1)N1CCN(c2ccccc2)CC1 (stereo not drawn)
  -31% | -1% | -4% | 6 | 0% | -7% | 12%[11.4 µM] | 36% | -18%[11.4 µM]
O=C(c1ccc(Cn2cc(Cl)c([N+](=O)[O-])n2)cc1)N1CCN(Cc2ccccc2)CC1
  -24% | ? | 50µM* | 1 | 10% | -6% | -16% | 16% | -27%
O=C(O)c1ccc(NS(=O)(=O)c2cc(Cl)sc2Cl)cc1
  0% | -26% | ? | -3 | 7% | -6% | -10% | 29% | 7%
O=C(CC(c1ccccc1)c1ccccc1O)NCc1ccccc1 (stereo not drawn)
  -18% | ? | -9% | -1 | 0% | -10% | 0% | 17% | -3%
O=C(N/N=C/c1c[nH]c2ccccc12)C1COc2ccccc2O1 (stereo not drawn)
  -36% | -21% | 7%[59 µM] | -4 | 10% | -6% | -8% | 5% | -11%
COc1ccc(OCC(=O)N/N=c2\oc3c(OC)cccc3cc2C(N)=O)cc1
  6% | 0% | 0%[59 µM] | -2 | 2% | -4% | -1% | 26% | -9%
C=CCSc1nc2ccccc2n1S(=O)(=O)c1ccc(C)cc1
  11% | ? | ? | 1 | 1% | -4% | -3% | 30% | 8%
Cn1nccc1C(=O)NC1CCCc2c1cnn2-c1cc(F)cc(F)c1 (stereo not drawn)
  -5% | 0% | 10%[0.0925 µM] | -7 | 2% | 0% | 21% | 19% | -13%
COc1cc(/C=N/NC(=S)NC(C)C)ccc1OCC(=O)Nc1c(C)cc(C)cc1C
  -35% | -27% | 13%[59 µM] | -5 | 5% | 0% | -23% | -7% | -2%
COc1cc(C=NO)nc(-c2ccccn2)c1
  · | 5% | · | ? | 21% | · | -14% | 40%[activator] | 14µM*
COc1cc(NC(=O)Cc2ccc(S(=O)(=O)N3CCOCC3)s2)c(OC)cc1Cl
  -11% | -13% | ? | -5 | -4% | -8% | -19% | -25% | ?
O=C(C1=C[C@@H]2[C@H]3C(=O)N(c4cccc(Cl)c4)C(=O)[C@H]3[C@@H](C(=O)c3ccc(Cl)cc3)N2C=C1)c1ccccc1
  -9% | · | 3.2µM* | -5 | 6% | 39%[activator] | ? | -21% | ?
Cc1cc(/C=C2\SC(=S)NC2=O)c(C)[nH]1
  45µM* | ? | · | -13 | 7% | 23% | -30% | -23% | ?
Cc1cccc(-c2nnn3c2nc(NCCc2ccc(S(N)(=O)=O)cc2)c2cc(Cl)ccc23)c1
  -30% | -35% | -1%[59 µM] | -1 | -2% | -17% | -21% | 67%[activator] | 2%

(continued)
Order of results: BAZ2B block | ALOX12 inh | G9a block | PI4K2A inh | GLS inhibitor | ERG-DNA inh | RGS4 inhibitor | HP1b binding inh | JMJD2A Tudor inh
Cc1oc(-c2ccccc2Cl)nc1CS(=O)CC(=O)N1CCN(c2cccc(C(F)(F)F)c2)CC1 (stereo not drawn)
  -32% | -18% | -49%[59 µM] | -10 | 3% | 3% | 4% | 5% | ?
CCCCN1C(=O)/C(=C2\SC(N3CCOCC3)=NC2=O)c2ccccc21
  -24% | 7% | -24% | 2 | -8% | -2% | 6% | 44%[activator] | -17%
Cc1ccc(C(=O)Nc2ccc3c(c2)nc(CCNC(=O)c2ccco2)n3C)cc1
  8% | ? | -4%[59 µM] | 0 | 1% | -10% | -18% | 39% | 8%
COc1ccc(C2C(C#N)=C(N)Oc3cc(N)ccc32)cc1 (stereo not drawn)
  -36% | 0% | -12% | -1 | 0% | 12% | 26% | 11% | -24%
CNc1nc(C)nc(-n2nc(C)cc2C)n1
  9% | -11% | 8%[12.7 µM] | -3 | -2% | -1% | -8% | 32% | -19%
C=CCNC(=O)CC(=O)N/N=C/c1ccc(F)cc1
  2% | 11% | 12% | 2 | 6% | -5% | -26% | 33% | -3%
COc1ccc(OC)c(/C=N/NC(=O)c2c(C)nc3ccc(C)cn23)c1
  8% | · | 27% | 2 | -8% | -9% | -32% | 39%[activator] | -4%
CN(C)c1ccc(CN(C(=O)COc2ccccc2)C2CCS(=O)(=O)C2)cc1 (stereo not drawn)
  ? | ? | ? | -8 | 10% | 6% | ? | -8% | -25%
Cc1ccc(N(C(=O)c2csnn2)C(C(=O)NC2CCCCC2)c2ccncc2)cc1 (stereo not drawn)
  -16% | -15% | -4% | -5 | -16% | -5% | -23% | 35% | -2%
CCc1ccc(OCC(=O)OCC(=O)c2ccc3c(c2)NC(=O)CO3)cc1
  7% | -41%[57.4 µM] | 10% | 3 | 3% | · | -3% | 41%[activator] | -27%
COc1ccc(-c2cc(C(F)(F)F)n3ncc(C(=O)N4CCc5ccccc5C4)c3n2)cc1
  5% | -13% | 46%[activator] | 2 | 3% | 6% | 32% | ? | -3%
Cc1ccc(C)c(-c2nn(CC(=O)Nc3cc(F)ccc3F)c(=O)c3c2CCCC3)c1
  -27% | -22% | ? | 3 | 8% | 2% | 3% | -7% | ?
CC(NC(=O)CN1CCOCC1)c1ccccc1 (stereo not drawn)
  -4% | 0% | 7% | -5 | 11% | -2% | 17% | 13% | -6%
COC(=O)C1=C(C)N(C)C(C)=C(C(=O)OC)C1c1ccccn1
  -1% | 15% | 3% | 4 | 47%[activator] | -3% | 12% | 18% | -9%
O=C(Nc1cnn(Cc2c(Cl)cccc2Cl)c1)C(c1ccccc1)c1ccccc1
  -6% | 0% | ? | 7 | 1% | 13% | 38% | 26% | -9%

One compound at a time (already shown). Values in the order: BAZ2B block, ALOX12 inh, G9a block, PI4K2A inh, GLS inhibitor, ERG-DNA inh, RGS4 inhibitor, HP1b binding inh, JMJD2A Tudor inh
Listed for `CC(NC(=O)CN1CCOCC1)c1ccccc1` (stereo not drawn) : -4%, 0%, 7%, -5, 11%, -2%, 17%, 13%, -6%
Listed for `Cc1ccc(N(C(=O)c2csnn2)C(C(=O)NC2CCCCC2)c2ccncc2)cc1` (stereo not drawn) : -16%, -15%, -4%, -5, -16%, -5%, -23%, 35%, -2%

Carrying on:
Order of results: BAZ2B block | ALOX12 inh | G9a block | PI4K2A inh | GLS inhibitor | ERG-DNA inh | RGS4 inhibitor | HP1b binding inh | JMJD2A Tudor inh
O=C(c1cnc(N2CCCCC2)c2ccccc12)N1CCN(c2ccc(F)cc2)CC1
  -23% | -20% | -7%[59 µM] | -1 | 4% | 1% | -15% | 18%[57 µM] | ?
Cn1c(N)c(C(=O)COC(=O)c2ccco2)c(=O)n(C)c1=O
  3% | 3% | 9% | -3 | -2% | -2% | -14% | 33% | -3%
Cc1ccc(C2=NS(=O)(=O)N(C)C(C(=O)NC3CCCCC3)=C2)cc1
  5% | 12% | 11% | -2 | 0% | -13% | 11% | 19% | -20%
O=C(Nc1cccc(Cl)c1)N(CCCN1CCOCC1)Cc1ccccc1F
  17% | 6% | -2%[59 µM] | 0 | 4% | -7% | 16% | 29% | -2%
CCOc1ccc(S(=O)(=O)Nc2cccc(-c3ccc(N4CCC(C)CC4)nn3)c2)cc1
  -10% | ? | 25µM* | 1 | 21% | -5% | -31% | -11%[57 µM] | -28%
Cc1cc(NC(=O)/C=C/c2ccccc2Cl)n(-c2nc3ccccc3[nH]2)n1
  -1% | -1% | 51%[activator][59 µM] | -6 | -11% | -1% | -36% | 60%[activator] | -11%
CCOc1ccc(N2CC(C(=O)N3CCCc4ccccc43)CC2=O)cc1 (stereo not drawn)
  -4% | 3% | -39%[59 µM] | 0 | -10% | -4% | 3% | 16% | -16%
COc1ccc(OC)c(NC(=S)N2CCc3ccccc3C2)c1
  ? | -5% | 27%[12.7 µM] | 5 | -9% | 0% | 8% | 6% | -22%
O=c1oc(Nc2ccccc2Cl)nc2ccccc12
  1% | -7% | 39% | -8 | -3% | 2% | 30% | 65%[activator] | -9%
CC(C)(C)OC(=O)NCc1ccc(NC(=O)c2nc[nH]c2C(=O)N[C@@H](Cc2ccccc2)C(=O)OC(C)(C)C)cc1
  -14% | 3% | 2%[12.7 µM] | -1 | -4% | 0% | 0% | 40%[activator] | -29%
N=c1oc2ccc(Cl)cc2cc1C(=O)NC1CCCCCC1
  -17% | ? | -7% | 2 | -2% | 1% | 20% | 10% | -16%
Cc1oc(C(C)(C)C)cc1C(=O)Nc1ccc2c(c1)OCCO2
  ? | 263%[activator] | -44%[59 µM] | 4 | 6% | -1% | -11% | ? | ?

From PubChem BioAssay
